High-throughput results as filed in PubChem.
NOD1 inhibition – NOD1 signaling inhibitors, primary screen, cell-based, luminescence, uHTS (AID 1578); NOD1-driven NF-kB luciferase reporter cells, luminescence; higher % means a stronger effect; inhibition, % at 4 µM; hits with a dose series show EC50 in µM; actives 1% (n = 290,000); in the data active means inhibition mostly above about 36%, no sharp cut-off; inactive means mostly below about 34%;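 further: HEK-293T reporter cells stimulated with the NOD1 agonist gamma-tri-DAP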
NOD2 inhibition – NOD2 signaling inhibitors, cell-based, luminescence, uHTS, HEK293 (AID 1566); HEK293 NOD2/NF-kB luciferase reporter, luminescence; higher % means a stronger effect; actives 0.63% (n = 290,000); inhibition, % at 4 µM, or EC50 in µM where a hit was titrated; further: many of its hits are not listed in these tables
Myeloid diff 2 – induction of myeloid progenitor differentiation, primary screen, cell-based, flow cytometry, MLPCN library | actives 1% (n = 360,000) | ER-HoxA9 myeloid progenitors, lysozyme-GFP differentiation | calls only at 10 µM | AID 624256, 2012;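 active means normalized GFP-positive differentiation at or above the plate's own cutoff, the solvent-only control mean plus 3 SD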;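 further: cells exposed to compound for four days before flow analysis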
KOR beta-arrestin-1 – KOR agonists, beta-arrestin recruitment, primary screen, cell-based, luminescence, uHTS (AID 1777). Kappa-type opioid receptor (Homo sapiens). KOR beta-arrestin recruitment, luminescence; higher % means a stronger effect. one-dose activation, % at 10 µM; EC50 in µM for titrated hits. actives 0.02% (n = 280,000); in the data active means activation above about 50%, passing the limit was not always enough; further: a part of the inactive calls stands beside numbers as strong as those of hits
GPR55 antagonists – GPR55 antagonists blocking LPI-driven arrestin recruitment, primary screen, imaging, U2OS, beta-arrestin-GFP, LPI agonist (AID 2013); inhibition, % at 10 µM, or IC50 in µM where a hit was titrated; G-protein coupled receptor 55 (Homo sapiens); actives 0.13% (n = 290,000); U2OS GPR55 beta-arrestin-GFP translocation imaging, LPI antagonism; higher % means a stronger effect;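 active means spots per cell inhibited over 60%, with over 100 cells counted and total cytoplasm intensity under 500,000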;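 further: U2OS cells stably carrying GPR55 and arrestin-GFP stimulated by 5 µM LPI near EC80; imaged beta-arrestin-GFP aggregate spots per cell after agonist stimulation; plate controls were LPI-stimulated DMSO wells for no effect and DMSO wells without LPI for full effect; some results filed as inactive read as strong as hits; confirmed hits need IC50 under 10 µM and bright autofluorescent wells are also inconclusive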
KOR beta-arrestin-2 – KOR antagonists, beta-arrestin recruitment, cell-based, luminescence, uHTS (AID 1778); KOR beta-arrestin recruitment, luminescence, antagonist mode; higher % means a stronger effect; Kappa-type opioid receptor (Homo sapiens); actives 0.091% (n = 290,000); inhibition, % at 10 µM; hits with a dose series show IC50 in µM; further: strong numbers were not always called active
GPR55 activation – GPR55 agonists via beta-arrestin recruitment, primary screen, imaging, U2OS cells, beta-arrestin-GFP redistribution (AID 1961). one-dose activation, % at 10 µM; EC50 in µM for titrated hits. G-protein coupled receptor 55 (Homo sapiens). U2OS GPR55 beta-arrestin-GFP redistribution imaging; higher % means a stronger effect. actives 0.048% (n = 290,000);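 active means activation above 40% with more than 50 cells counted in the well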;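 further: U2OS osteosarcoma cells stably expressing GPR55 and beta-arrestin-GFP; plate controls were DMSO negative control for no effect and LPI positive control for full effect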
T cell modulator – modulators of CD8 T cell-vesicle binding, primary screen, mouse 2C CD8+ T cells, flow cytometry. 2C CD8+ T cell-vesicle binding; hits give low values. calls only at 7 µM. actives 0.068% (n = 330,000). AID 2052, 2009;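 active means response, share of CD8 T cells binding vesicles, and their 90th percentile fluorescence all below set limits, cut at about 80% in these data, passing the limit was not always enough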
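Assay system: 2C TCR transgenic mouse naive CD8+ T cells, MACS-purified | Read-out: CD8+ gate FL2 mean fluorescence as % of same-row positive control | Signal: High-throughput flow cytometry with anti-B7-1 and anti-CD8 staining | Timing: Binding step 1.5 h, 37 °C, antibody labelling 20 min, ice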
NTR1 agonist – agonists of NTR1, primary screen, imaging, U2OS cells, beta-arrestin-GFP, high content (AID 493036). activation, % at 20 µM. actives 0.17% (n = 330,000). Neurotensin receptor type 1 (Homo sapiens), P30989. NTR1-U2OS beta-arrestin-GFP spot imaging, agonist mode;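 active means activation at or above 40% of the spot to cytoplasm intensity ratio, with at least 20 cells analyzed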;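 further: 0% = DMSO without peptide and 100% = 100 nM NTR1 peptide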
Target sequence (P30989 whole entry, looked up): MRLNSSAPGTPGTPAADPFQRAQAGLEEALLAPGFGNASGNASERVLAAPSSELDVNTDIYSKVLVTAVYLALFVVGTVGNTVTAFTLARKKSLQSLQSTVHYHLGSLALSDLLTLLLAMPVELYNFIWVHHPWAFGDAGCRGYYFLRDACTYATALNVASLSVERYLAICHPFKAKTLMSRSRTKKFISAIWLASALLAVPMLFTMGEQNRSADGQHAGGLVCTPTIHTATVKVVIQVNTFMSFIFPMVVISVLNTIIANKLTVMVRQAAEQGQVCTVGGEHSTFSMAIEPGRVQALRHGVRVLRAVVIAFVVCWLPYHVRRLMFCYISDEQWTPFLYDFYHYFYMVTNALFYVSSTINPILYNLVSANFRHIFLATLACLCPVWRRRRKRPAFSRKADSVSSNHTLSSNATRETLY
T cell modulator vesicle-bound % – second read-out of T cell modulator, no call of its own (marks repeat the call); double positive events, %; measured here: CD8+ vesicle-bound cell fraction;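 binding gate set so that unloaded-vesicle control wells show 10% double positive cells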
NTR1 agonist cell count 20 µM – recorded beside NTR1 agonist, whose call it bears; cell count; measured here: cell count, cytotoxicity flag
Myeloid diff 2 GFP+ MAC1+ % – recorded beside Myeloid diff 2, whose call it bears; GFP+ MAC1+ double positive, %; measured here: differentiation confirmed by MAC1 staining
Active calls of the source: *; i = inactive; . = not tested or not shown; + = active, no number; [ ] = another dose, or the depositor's remark. Unless noted, no stated cut-off is given here; in the data, active means inhibition above about 50%; inactive means the rest. This is a subset; count on the stated rates, not on these rows.

SMILES	NOD1 inhibition	NOD2 inhibition	Myeloid diff 2	Myeloid diff 2 GFP+ MAC1+ %	KOR beta-arrestin-1	GPR55 antagonists	KOR beta-arrestin-2	GPR55 activation	T cell modulator	T cell modulator vesicle-bound %	NTR1 agonist	NTR1 agonist cell count 20 µM
C1CCC(c2nn3c(-c4n[nH]c5c4CCC5)nnc3s2)CC1	-33%	-8%	i	0.4	20%	3%	-10%	-0.2%	i	39	3.9	49
CCSc1nc2c(c(=O)[nH]1)C(c1ccncc1)C(C(=O)OC(C)C)=C(C)N2 (configuration not stated)	-19%	4%	i	0.9	-3.2%	10%	2%	-0.1%	i	56	-0.8	69
CCN1CCN(C(=O)CCN2C(=O)c3ccccc3C2=O)CC1	28%	6%	i	0.3	7.1%	11%	-21%	-0.4%	i	38	1.7	77
CCSc1nnc(NC(=O)c2ccccc2)s1	-43%	-74%	i	0.2	4.9%	4%	-6%	0.4%	i	24	0.7	46
C/C(CCN1CCCCc2nc(C)c(C)cc21)=N\O[C@@H](C)c1cn([C@H](CO)Cc2ccccc2)nn1	-46%	-9%	.	.	-1.2%	4%	12%	-0.1%	.	.	.	.
CCCCCC(=O)Nc1nnc(CCc2ccccc2)s1	-7%	24%	i	0.3	-3.0%	1%	-9%[20 µM]	-0.3%	i	50	2.1	54
COc1ccc(OC)c(C(C)NC(=S)Nc2ccc(S(=O)(=O)Nc3ncccn3)cc2)c1 (configuration not stated)	-12%	-2%	i	4.0	0.7%	2%	-7%	0.3%	i	71	0.9	75
CCSc1nc2ccccc2c(=O)n1Cc1ccc(F)cc1	-8%	-1%	i	0.3	6.4%	7%	-3%	0.5%	i	42	3.3	61
CCOCCc1nn2c(=O)cc(CSCC(=O)Nc3cc(C)cc(C)c3)nc2s1	-11%	1%	i	2.0	4.4%	-5%	-26%	-0.1%	i	39	-0.5	76
N=c1sccn1CC(=O)Nc1cc(S(=O)(=O)N2CCCCC2)ccc1Cl	-10%	3%	i	0.7	1.4%	12%	24%	0.5%	i	39	-0.1	49
CC(C)C[C@H](NC(=O)c1nc[nH]c1C(=O)N1CCN(C(=O)OC(C)(C)C)CC1)C(=O)OCc1ccccc1	-17%	5%	i	1.6	-2.0%	1%	-12%	0.2%	i	29	16	62
Cc1cc(C)c(NC(=O)CCCCCNC2CCCCC2)c(C)c1	-32%	-33%	i	0.3	-5.0%	17%	20%[20 µM]	-0.1%	i	43	-1.3	55
COc1cccc(CN2CCC(Oc3ccc(C(=O)NCc4ccccn4)cc3)CC2)c1O	-19%	8%	i	1.0	3.2%	6%	0%	-0.2%	.	.	1.1	65
O=C(NCc1nc2ccccc2[nH]1)C1=C[C@@H](c2ccc(Br)cc2)C[C@@H](OCc2ccc(CO)cc2)O1	-12%	5%	i	1.8	1.3%	-11%	-21%	1.1%	i	33	2.7	85
CCOC(=O)c1cc2sc(C)cc2n1CC(=O)NCc1ccc(F)cc1	-23%	5%	i	1.7	1.9%	3%	-6%	0.2%	i	70	2.2	56
O=C(O)C1(P(=O)(c2ccc(Cl)cc2)c2ccc(Cl)cc2)CCCC1	-6%	16%	i	0.2	-7.0%	13%	-31%[20 µM]	-0.1%	i	61	1.9	72
COc1ccc(S(=O)(=O)NCc2cccnc2)cc1C(=O)NC1CCCCC1	2%	-3%	i	0.4	-2.3%	-1%	-16%	-0.2%	i	10	-0.7	66
O=c1c2cc(N3CCOCC3)ccc2[nH]c(=S)n1CCN1CCCC1	.	-11%	i	0.9	4.5%	0%	-4%	0.3%	i	58	-2.6	82
CCCOC(=O)c1c(NC(=O)C2CCCO2)sc(C(=O)OC)c1C (configuration not stated)	-10%	3%	i	0.7	2.4%	-12%	-40%	0.4%	i	45	7.9	48
Cc1cc(=O)n2nc(N3CCC(C(=O)NCc4ccccc4)CC3)sc2n1	-1%	11%	i	0.4	-5.4%	0%	10%	0.0%	i	36	0.0	73
CC1=C(C#N)C(Nc2ccc(C)cn2)(C(F)(F)F)C(=O)N1 (configuration not stated)	0%	-7%	i	1.2	-1.1%	-8%	17%	-0.2%	i	30	-2.6	90
Cc1ccsc1C(=O)Nc1ccc(C(=O)O)cc1	8%	6%	i	1.1	-7.5%	5%	17%	-0.1%	i	13	-0.1	36
O=C(CNC(=O)OCc1ccccc1)NC1CCCCCC1	-18%	-2%	i	0.7	-5.6%	3%	3%[20 µM]	-0.1%	i	60	0.9	58
COCCCNC(=O)c1ccccc1-c1cc(C)no1	-12%	0%	i	0.5	-0.7%	-4%	8%	-0.2%	i	19	-0.6	60
CSc1nc(N)nc(SCC(=O)OC(C)C)c1C#N	-85%	-22%	i	0.9	3.4%	-10%	-18%	-0.2%	i	47	-0.7	84
O=C(c1ccc(Br)cc1)N(c1ccccn1)C1CCCCC1	-13%	3%	i	0.6	-0.8%	7%	14%	-1.2%	i	31	-0.1	37
O=C(O)CCn1c(O)c(C=C2N=c3ccccc3=N2)sc1=S	-11%	3%	i	0.5	0.5%	2%	8%	0.4%	i	42	1.9	60
Cc1ccc(S(=O)(=O)Nc2cc(Cl)c(O)cc2C)cc1	8%	10%	i	1.1	-0.6%	14%	10%	0.0%	i	35	1.2	88
CNC(=O)C1CC(=O)N(CCc2ccccc2)C(=Nc2ccc(OC)cc2)S1 (configuration not stated)	-6%	-26%	i	0.6	0.5%	14%	13%	0.3%	i	23	0.8	39
O=C(Nc1nnc(Cc2ccc(Cl)cc2)s1)c1ccco1	-35%	-72%	i	0.6	1.2%	3%	4%	-0.2%	i	25	0.0	42

Reprinted from the part before: two entries, followed by the next part.
SMILES	NOD1 inhibition	NOD2 inhibition	Myeloid diff 2	Myeloid diff 2 GFP+ MAC1+ %	KOR beta-arrestin-1	GPR55 antagonists	KOR beta-arrestin-2	GPR55 activation	T cell modulator	T cell modulator vesicle-bound %	NTR1 agonist	NTR1 agonist cell count 20 µM
CNC(=O)C1CC(=O)N(CCc2ccccc2)C(=Nc2ccc(OC)cc2)S1 (configuration not stated)	-6%	-26%	i	0.6	0.5%	14%	13%	0.3%	i	23	0.8	39
O=C(Nc1nnc(Cc2ccc(Cl)cc2)s1)c1ccco1	-35%	-72%	i	0.6	1.2%	3%	4%	-0.2%	i	25	0.0	42
NS(=O)(=O)c1ccc2c(c1)oc(=O)c1cc(S(N)(=O)=O)ccc12	13%	2%	i	0.3	4.3%	-15%	-20%	-0.2%	i	56	-0.4	83
COC(=O)c1cc(OC)c(OC)cc1NC(=S)N1CCN(c2ccccn2)CC1	10%	9%	i	0.5	-3.5%	-2%	23%	-0.2%	i	31	3.8	69
c1ccc(Nc2ccc3c4c(cccc24)CC3)cc1	-17%	10%	+	35*	-5.5%	16%	-22%	-0.4%	i	41	-6.4	76
CCN(CC)c1ccc2cc(C(N)=O)c(=O)oc2c1	-27%	-18%	i	3.3	0.6%	-5%	25%	-0.4%	i	43	0.7	60
CC(C)CCNc1cc(=O)n(C)c(=O)n1C	0%	10%	i	1.2	-2.9%	8%	13%	-0.4%	i	21	0.4	27
Cn1c2ccccc2c2cc(C(=O)NNS(=O)(=O)c3ccc(F)cc3)sc21	6%	-8%	i	0.9	-2.4%	16%	-8%	0.1%	i	62	0.1	88
O=C(O)c1ccc(-c2ccc(/C=C3\NC(=O)N(Cc4ccc(Cl)cc4)C3=O)o2)cc1Cl	-25%	12%	i	0.4	-3.5%	-8%	7%[20 µM]	0.5%	.	.	1.6	88
O=C(CC1C(=O)NCCN1Cc1ccc(-c2ccccc2)cc1)NCCCn1cccn1 (configuration not stated)	-28%	3%	i	0.5	.	1%	15%[20 µM]	-0.1%	i	31	-0.1	70
CCn1c(O)c(N=NC(=O)c2cccs2)c2ccccc21	-38%	-9%	i	1.2	-0.4%	-7%	-8%	-0.4%	i	31	1.0	19
C=CCSc1ncnc2sc(C)c(C)c12	-12%	10%	i	0.1	-3.5%	0%	9%	-0.1%	i	28	1.6	82
C/C(=N\NC(=O)c1cccc(S(=O)(=O)N2CCCC2)c1)c1ccco1	-28%	7%	i	0.2	4.8%	2%	16%	1.5%	i	27	-1.0	40
O=C(Nc1ccc(F)cc1F)c1cncc(Br)c1	4%	25%	i	0.3	0.4%	0%	-49%[20 µM]	-0.1%	i	55	-0.7	90
C=CCn1c(SCC(=O)Nc2cc(C)on2)nc2sc(C)c(C)c2c1=O	-18%	12%	i	0.4	-8.3%	10%	-10%	0.5%	i	34	-2.7	67
CCn1c(=O)cc(SCC(=O)NCCCN2CCN(c3ccccc3F)CC2)c2ccccc21	-26%	-12%	i	2.1	3.9%	-7%	-30%	0.3%	i	10	1.5	68
COc1ccc(C(=O)NNC(=O)CSc2nc3c(c(=O)n(C)c(=O)n3C)n2C)cc1	-28%	18%	i	0.4	.	5%	-30%[20 µM]	-0.1%	i	26	-0.8	65
COC(=O)c1ccc(COc2ccc3c(C)c(C)c(=O)oc3c2)o1	-6%	-15%	i	1.5	-6.6%	8%	3%	1.5%	i	68	0.0	53
CS(=O)(=O)N1CCCC(C(=O)NCCN2CCC(Cc3ccccc3)CC2)C1 (configuration not stated)	-6%	19%	i	3.7	-4.3%	23%	7%	-0.2%	i	38	-0.8	58
COc1ccc([N+](=O)[O-])cc1N(CC(=O)NC1CCCCC1)S(C)(=O)=O	-15%	11%	i	0.5	-1.7%	-1%	-14%[20 µM]	0.2%	i	30	3.9	42
COC(=O)c1c(-c2ccccc2Cl)noc1/C=C/N(C)C	-30%	-10%	i	0.3	1.4%	-3%	-32%	-0.1%	i	64	-0.5	85
O=C(NN/C(=N/S(=O)(=O)c1ccc(Cl)cc1)c1ccccc1)c1cccc(Cl)c1	-48%	-52%	i	0.9	-1.0%	2%	-22%	-0.2%	i	20	-1.1	43
Cc1cccc(NCC(=O)N/N=C/c2cccc(Br)c2)c1	-15%	-2%	i	0.5	4.6%	2%	-13%	0.4%	i	16	1.2	40
COc1ccc(NC(=O)C(=O)N2N=C(C(C)C)CC2(O)C(F)(F)F)cc1 (configuration not stated)	-2%	14%	i	4.4	1.1%	24%	16%	0.0%	i	8	0.6	47
CCCSc1nc2sc3c(c2c(=O)n1-c1ccc(OC)cc1)CCN(C)C3	-11%	5%	i	2.5	-0.1%	4%	5%	-0.1%	.	.	3.9	85
